Screening data from PubChem.
EBNA-1 inhibitor = EBNA-1 DNA-binding inhibitors, primary screen, biochemical, fluorescence polarization | inhibition, % at 14.8 µM | hit rate 0.34% among 300,000; in the data active means inhibition above about 28%
PAFAH2 FP inh = PAFAH2 enzyme inhibitors, primary screen, biochemical, fluorescence polarization, human | inhibition, % at 3.39 µM | hit rate 0.99% among 340,000 | Platelet-activating factor acetylhydrolase 2, cytoplasmic (Homo sapiens), Q99487 | recombinant PAFAH2, FP-rhodamine activity probe | AID 492956, 2010;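 active means inhibition above the mean over all tested compounds plus 3 SD, cut at about 30% in these data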;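 further: inhibitors block probe labeling of enzyme so polarization drops; 0% = enzyme with DMSO and 100% = wells lacking PAFAH2 protein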
LYPLA2 counter = LYPLA2 inhibitors, primary screen, counter-screen for PME1 inhibitor project, biochemical, fluorescence polarization, FP-Rh probe ABPP; inhibition, % at 5.9 µM; hit rate 0.38% among 320,000; Acyl-protein thioesterase 2 (Homo sapiens), O95372; AID 2177, 2009; recombinant LYPLA2;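 active means inhibition above the screen-wide mean plus 3 SD, limit set per campaign, cut at about 26% in these data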;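 further: 0% = LYPLA2 with DMSO and 100% = wells lacking LYPLA2 enzyme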
LYPLA1 counter = LYPLA1 inhibitors, primary screen, counter-screen for PME1 inhibitor project, biochemical, fluorescence polarization, FP-Rh probe ABPP; recombinant LYPLA1; inhibition, % at 5.9 µM; hit rate 0.16% among 320,000;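 active means inhibition above the mean of all tested compounds plus 3 SD, set per campaign, cut at about 14% in these data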;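 further: inhibitors block serine hydrolase probe labeling of LYPLA1 so polarization falls; 0% = enzyme with DMSO and 100% = wells lacking LYPLA1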
ZTA counter = blocks Epstein-Barr virus ZTA, an EBNA-1 counter-screen; AID 2234; ZTA-DNA binding, fluorescence polarization; hit rate 0.15% among 320,000; inhibition, % at 11 µM; P03206; in the data active means inhibition above about 33%
PREPL inh = PREPL enzyme inhibitors, primary screen, biochemical, fluorescence polarization; hit rate 0.68% among 320,000; recombinant PREPL, fluorescence polarization activity-based probe; inhibition, % at 5.96 µM; Prolyl endopeptidase-like (Homo sapiens), Q4J6C6; in the data active means inhibition above about 43%;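 further: 0% = enzyme with DMSO and 100% = wells lacking enzyme; many of its hits are not listed in these tables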
GSTO1 counter = inhibitors of recombinant GSTO1, primary screen, counter-screen for RBBP9 inhibitor project, biochemical, fluorescence polarization | AID 1974, 2009 | activity-based probe fluorescence polarization | inhibition, % at 5.96 µM | hit rate 1.1% among 300,000;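 active means inhibition above the campaign mean inhibition plus 3 SD, cut at about 35% in these data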;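 further: 0% = GSTO1-1 with DMSO and 100% = wells lacking GSTO1-1 enzyme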
PAFAH1B3 inh = PAFAH1B3 enzyme inhibitors, primary screen, biochemical, fluorescence polarization, human; inhibition, % at 3.39 µM; hit rate 0.28% among 340,000; Platelet-activating factor acetylhydrolase IB subunit alpha1 (Homo sapiens), Q15102; recombinant PAFAH1B3, FP-rhodamine probe; AID 492972, 2010;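 active means inhibition above the screen-wide average of all tested compounds plus 3 SD, cut at about 25% in these data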;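 further: 0% = enzyme with DMSO only and 100% = wells lacking PAFAH1B3 protein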
Target sequence (Q15102 whole entry, looked up): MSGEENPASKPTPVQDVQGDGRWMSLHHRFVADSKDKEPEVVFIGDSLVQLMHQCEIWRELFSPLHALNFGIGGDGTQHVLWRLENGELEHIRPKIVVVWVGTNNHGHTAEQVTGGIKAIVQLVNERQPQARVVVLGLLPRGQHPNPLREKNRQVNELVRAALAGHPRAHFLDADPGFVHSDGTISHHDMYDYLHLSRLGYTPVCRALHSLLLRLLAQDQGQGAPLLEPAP
PAD4 inh = human PAD4 inhibitors, primary screen, biochemical, fluorescence polarization, 1536-well format; Protein-arginine deiminase type-4 (Homo sapiens), Q9UM07; recombinant PAD4, RCA probe fluorescence polarization; inhibition, % at 6.36 µM; hit rate 0.41% among 330,000; AID 485272, 2010;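 active means percent inhibition above a cutoff equal to the mean of all tested compounds plus 3 SD, cut at about 15% in these data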;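 further: 0% = PAD4 with RCA probe and DMSO and 100% = probe without PAD4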
Target sequence (Q9UM07 whole entry, looked up): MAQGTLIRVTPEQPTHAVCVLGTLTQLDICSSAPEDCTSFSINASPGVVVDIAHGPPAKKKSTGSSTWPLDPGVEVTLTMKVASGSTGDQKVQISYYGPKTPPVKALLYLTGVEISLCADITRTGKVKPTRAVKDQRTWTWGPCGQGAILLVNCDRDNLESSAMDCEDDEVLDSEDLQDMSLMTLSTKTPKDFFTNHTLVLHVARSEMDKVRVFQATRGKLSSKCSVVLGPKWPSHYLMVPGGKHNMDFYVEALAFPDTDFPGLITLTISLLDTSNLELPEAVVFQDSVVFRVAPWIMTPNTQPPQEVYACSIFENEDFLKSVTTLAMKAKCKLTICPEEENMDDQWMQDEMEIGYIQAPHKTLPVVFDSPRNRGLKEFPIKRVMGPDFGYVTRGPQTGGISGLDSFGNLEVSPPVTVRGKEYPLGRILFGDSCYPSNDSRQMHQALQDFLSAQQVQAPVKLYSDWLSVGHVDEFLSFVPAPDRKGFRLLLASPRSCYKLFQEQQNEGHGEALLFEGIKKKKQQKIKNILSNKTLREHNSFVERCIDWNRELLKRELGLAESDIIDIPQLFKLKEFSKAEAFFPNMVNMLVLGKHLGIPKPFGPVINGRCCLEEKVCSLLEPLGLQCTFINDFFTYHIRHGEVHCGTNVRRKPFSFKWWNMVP
The depositor's hits bear a star; · = no result given.

SMILES	EBNA-1 inhibitor	PAFAH2 FP inh	LYPLA2 counter	LYPLA1 counter	ZTA counter	PREPL inh	GSTO1 counter	PAFAH1B3 inh	PAD4 inh
COc1ccccc1OCCNC(=O)C1CCN(C(C)=O)CC1	6	-1	-3	-2	6	1	6	5	-3
CCCn1nc(C(=O)NC2CCCCCC2)c2ccccc2c1=O	·	-15	-1	-1	-2	2	·	-1	4
CCN(CCCNC(=O)c1cn(CC)c2ccc(S(=O)(=O)N(C)C)cc2c1=O)c1cccc(C)c1	11	-10	14	4	-1	22	-4	6	-1
COc1ccc(N(CC(=O)NCc2ccc(C)cc2)S(=O)(=O)c2c(C)noc2C)cc1	6	-2	-1	-1	-14	-17	3	3	0
COc1ccc(CC(=O)OCC(=O)c2c[nH]c3ccccc23)cc1	·	-6	2	-1	3	21	·	-1	-4
CCOC(=O)c1c(S(=O)(=O)N2CCN(c3ccc(C(C)=O)cc3)CC2)c(C)n(C)c1C	1	-1	0	0	3	3	5	0	-5
Cc1ccc(/C=N/n2c(COc3ccccc3)n[nH]c2=S)s1	5	5	4	2	-16	-10	-2	6	1
CCOC(=O)c1cnc(SCCc2ccccc2)nc1N	-3	4	-1	-1	6	6	-1	1	-2
CCc1ccc(/C=C\C(=O)N2CCCC2)cc1	1	6	-2	-1	15	2	6	4	0
O=Cc1cccn1-c1c(C(=O)O)cnn1-c1ccccc1	-5	1	1	-3	9	-4	-3	4	1
Cc1cc(NC(=O)CN2C(=O)NC3(CCCCC3C)C2=O)no1 (stereo not drawn)	8	-3	5	4	12	8	9	5	-3
N#Cc1c(N)sc(=S)c2c1CCN(Cc1ccccc1)C2	-8	·	27*	18*	-5	74*	51*	·	54*
Oc1ccccc1CNCC12CC3CC(CC(C3)C1)C2	-2	7	-5	2	-1	6	-4	10	-1
CCOc1ccc(NC(=O)CN(C)C(=O)c2ccccc2Cc2ccccc2)cc1OCC	·	0	0	0	-22	18	·	-1	-5
Cc1cc(C)c(OCC(=O)Nc2ccc(S(=O)(=O)N3CCOCC3)cc2)c(C)c1	2	1	-2	-1	1	4	-1	-1	0
O=C(CCN1C(=O)/C(=C/c2ccc(F)cc2)SC1=S)NCCc1cnc[nH]1	5	4	-4	-4	4	-40	11	2	-19
O=C(O)c1cccc(N/C(=N\S(=O)(=O)c2ccccc2)c2ccccc2)c1	-8	11	6	2	-4	1	10	4	-2
C=CCNC(=O)c1cc(Cl)cc(Cl)c1	-15	3	-2	-3	5	3	5	7	-4
CC(Cc1ccccc1)C(=O)N[C@@H](CO)Cc1ccccc1 (stereo partly drawn)	0	7	0	-1	3	-4	-1	13	2
Cc1ccc(S(=O)(=O)N(CC(=O)N/N=C/c2ccco2)Cc2ccccc2)cc1	-1	7	-8	-3	-1	-11	1	0	-4
Cc1cc(C)cc(NC(=O)COC(=O)c2cc(=O)[nH]c(=O)[nH]2)c1	5	15	-3	1	-8	8	6	-1	-2
CC(C)Cn1c(=O)c2c(nc3n2CCS3)n(C)c1=O	0	-4	4	0	3	18	-2	-6	2
Cc1ccccc1OCCCC(=O)Nc1ccc(Br)cc1	-1	0	-10	-3	-11	-27	5	1	2
FC(F)(F)c1cc(-c2ccccc2)nc(NCC2CCCO2)n1 (stereo not drawn)	4	-6	0	-1	4	0	-3	-7	-1
Cc1c(C)c2c(OCC(=O)NCc3ccccn3)cc3c(c2oc1=O)CCC(C)(C)O3	-1	85*	-2	1	-15	15	7	10	-9
O=C(CSc1nnc2scc(-c3ccccc3)n12)Nc1nsc(-c2ccc(Cl)cc2)n1	-12	-13	-4	0	-7	6	4	3	-7
Cc1ccc(OCC(=O)Nc2cccc(-c3nnc(-c4ccccc4)o3)c2)cc1	-4	-12	-47	-5	11	-77	8	1	0
N#Cc1c(NCCO)ccc([N+](=O)[O-])c1NCCO	5	8	-2	-1	-1	-1	-6	7	1
O=C(CSCc1ccccc1)Nc1ccccc1C(=O)Nc1ccc(C(=O)O)cc1	-5	2	5	1	0	-11	-2	3	-8
CCNS(=O)(=O)c1ccc(NC(=O)c2c(-c3ccccc3)noc2C)cc1	-16	-4	0	-3	-4	1	-1	-4	1
C=CCc1c(C)nc(C)nc1N/N=C/c1ccc([N+](=O)[O-])cc1	-10	5	0	3	-3	9	-3	1	-2
CCN(CC)c1ccc(C(=O)OCC(=O)Nc2cccc(S(=O)(=O)NC3=NCCCCC3)c2)cc1	-6	72*	9	-4	-12	19	-4	2	-6
CC1(C)CN(c2ccc(-c3ccnc4ncnn34)cc2)C1=O	13	-2	4	3	18	12	0	4	-2
CCOC(=O)CN1C(=O)/C(=C/c2ccc(Cl)cc2)Oc2ccccc21	0	1	9	0	-2	7	2	4	-3
C=CCc1ccc(OCC(O)CN2CCN(Cc3ccccc3)CC2)c(OC)c1 (stereo not drawn)	5	-2	-2	3	10	1	-3	3	-3
CCCN(CC(=O)Nc1ccccc1OC)C(=O)CN1C(=O)NC2(CCCCC2)C1=O	·	-2	0	-1	-3	6	·	5	3
Cc1cccc(-c2noc(-c3ccccc3C(=O)NCc3ccco3)n2)c1	4	0	1	-1	0	8	-6	-3	4
O=C(CNc1cccc2ccccc12)N/N=C/c1ccc([N+](=O)[O-])cc1	7	2	-3	2	17	13	0	9	-1
CCN(CCCNC(=O)C1CCC(=O)N1Cc1ccc(F)cc1)c1cccc(C)c1 (stereo not drawn)	10	0	6	3	-9	12	3	8	-3
NC(=O)c1cc([N+](=O)[O-])c(Cl)cc1NCc1ccccn1	6	2	4	0	-3	13	4	6	-2
COC(=O)c1sccc1NC(=O)Cn1cnc2c1c(=O)n(C)c(=O)n2C	5	-12	-2	2	-5	8	13	0	-3
COc1ccc(Nc2n[nH]c(N)c2C(N)=O)cc1	1	0	-3	0	-10	-3	0	2	-1
O=C(NCc1ccccc1)c1onc(CSc2ccccn2)c1C(=O)NCc1ccccc1	0	2	-8	-5	-24	11	-1	8	-1
COc1ccc(NC(=O)CCN2C(=O)C3C4C=CC(C4)C3C2=O)cc1 (stereo not drawn)	0	-4	2	1	-26	0	11	-1	4
CCCCn1c(N)c(N(CC(C)C)C(=O)CSCC(=O)Nc2ccc(C)cc2)c(=O)[nH]c1=O	·	2	2	-1	2	6	·	0	1
Cc1ccc2c(-c3ccc([N+](=O)[O-])cc3)cc(=O)[nH]c2c1	-18	2	-14	-6	-14	1	-6	-3	5
CCOc1ccc(NCC2CCOC(C)(C)C2)cc1 (stereo not drawn)	-2	3	12	2	8	9	2	-4	1
CCOc1ccc(C(=O)Nc2nnc(S(=O)(=O)N3CCCCC3)s2)cc1	4	2	-7	-4	9	-2	-8	5	3

Brought forward from above: four entries, followed by the next part.
SMILES	EBNA-1 inhibitor	PAFAH2 FP inh	LYPLA2 counter	LYPLA1 counter	ZTA counter	PREPL inh	GSTO1 counter	PAFAH1B3 inh	PAD4 inh
CCCCn1c(N)c(N(CC(C)C)C(=O)CSCC(=O)Nc2ccc(C)cc2)c(=O)[nH]c1=O	·	2	2	-1	2	6	·	0	1
Cc1ccc2c(-c3ccc([N+](=O)[O-])cc3)cc(=O)[nH]c2c1	-18	2	-14	-6	-14	1	-6	-3	5
CCOc1ccc(NCC2CCOC(C)(C)C2)cc1 (stereo not drawn)	-2	3	12	2	8	9	2	-4	1
CCOc1ccc(C(=O)Nc2nnc(S(=O)(=O)N3CCCCC3)s2)cc1	4	2	-7	-4	9	-2	-8	5	3
Cc1ccc(C)c(N)c1	·	7	6	1	-21	6	·	7	-8
CCOCCSc1nc2c(c(-c3cccs3)c1C#N)CC/C2=C/c1cccs1	-9	1	-6	-5	3	7	2	4	-7
CC(=O)c1c(C)[nH]c(C(=O)CSc2nnc(-c3ccco3)o2)c1C	-4	-2	-2	-5	-13	-9	1	-7	-1
Cc1[nH]c2ccccc2c1C(=O)C(=O)N1CC(C)OC(C)C1 (stereo not drawn)	0	-8	2	2	1	1	-1	0	0
COc1cccc(/C=C/C(=O)c2ccc3c(c2)OCO3)c1OC	·	-5	-1	-3	-1	5	·	12	-2
CC(Sc1nnc(CN2CCCC2)n1Cc1ccccc1)C(=O)Nc1ccc(F)cc1 (stereo not drawn)	8	3	-8	1	10	6	-2	-1	6
O=C1C2CCCN2C(=O)N1CCCN1CCN(c2ccc([N+](=O)[O-])cc2)CC1 (stereo not drawn)	-10	-4	7	2	-15	7	3	4	1
Cc1c(CCO)sc[n+]1CC(=O)OC12CC3CC(CC(C3)C1)C2	9	5	2	-2	-1	-2	-1	8	-3
CCOC(=O)C1=C(C)NC2=C(C(=O)c3ccccc32)C1c1cccc2ccccc12 (stereo not drawn)	-8	3	-12	-11	2	1	13	13	1
COc1ccc2c(C(F)(F)F)cc(=O)oc2c1C	-6	-3	-10	-3	-17	14	3	3	1
CN(CC(=O)NC(=O)NCc1ccco1)CC(=O)Nc1ccccc1Cl	5	·	-1	-2	4	7	10	·	-4
CN(C(=O)CSc1nnc2n1CCCCC2)C1(C#N)CCCCC1	·	6	·	·	·	17	·	11	-1
COC(=O)CCc1cccc(CCC(=O)OC)c1	4	-1	-2	-1	2	1	-1	7	0
Cn1c(=O)n(C)c2cc([N+](=O)[O-])c(N3CCN(S(=O)(=O)c4ccc(C(C)(C)C)cc4)CC3)cc21	-4	13	4	0	4	8	0	9	1
COC(=O)c1c(C(=O)OC)c(-c2ccc(Br)cc2)n2c1CS(=O)C2 (stereo not drawn)	5	1	6	-1	-2	7	4	8	-6
CCOc1ccc(N(CC(=O)NC2CCCC2)C(=O)CCC(=O)Nc2nccs2)cc1	-3	6	-8	0	-8	-1	4	2	1
COc1ccc(OC)c(CN2CCC(C(=O)N3CCOCC3)CC2)c1	-4	-4	2	0	-6	-2	6	-6	-1
O=C(O/N=C1\CCCCC1c1ccc([N+](=O)[O-])cc1[N+](=O)[O-])c1c(F)cccc1F (stereo not drawn)	-6	8	2	0	-21	-19	18	11	-7
Cc1ccc2oc(C(=O)N(C)Cc3ccon3)c(C)c2c1	15	3	0	2	9	2	12	0	-8
CCN1CCN(C2=C(NS(=O)(=O)c3ccccc3)C(=O)c3ccccc3C2=O)CC1	-10	0	-4	-1	-2	7	49*	9	-12
Cc1noc(/C=C/c2cccnc2)c1[N+](=O)[O-]	-8	3	3	-3	13	19	5	2	2
OC(CNCCC1C=Nc2ccccc21)Cn1c2ccc(Cl)cc2c2cc(Cl)ccc21 (stereo not drawn)	6	-27	-21	-24	52*	-31	-7	-3	0
CCOc1ccc(NC(=S)NCc2ccco2)cc1	18	7	1	1	0	-1	-2	5	1
Cc1ccc(C(=O)NC(C)c2nc3ccccc3n2CC(=O)Nc2c(C)cc(C)cc2C)cc1 (stereo not drawn)	1	·	0	3	-22	9	8	·	-1
O=C(O)CCCN1C(=O)C2C3c4ccccc4C(c4ccccc43)[C@@H]2C1=O (stereo partly drawn)	-10	4	0	2	-7	-3	-2	3	2
CC(C)[C@H](NS(=O)(=O)c1ccccc1)C(=O)OCC(=O)Nc1cccc(S(N)(=O)=O)c1	·	4	·	·	·	-10	·	4	0
Cc1ccsc1C(=O)N(CC(C)C)c1c(N)n(Cc2ccccc2)c(=O)[nH]c1=O	3	0	7	3	1	24	1	5	-1
CS(=O)(=O)N(CC(=O)Nc1ccc(S(=O)(=O)N2CCCC2)cc1)c1ccccc1	6	-1	0	-2	9	4	0	7	-4

An excerpt, so the mix of outcomes need not match the whole.
